Compound activity (PubChem BioAssay)
GSK3 alpha inh – blockers of GSK3A enzyme activity – biochemical, luminescence, cell-free homogeneous, HTS, primary screen. Glycogen synthase kinase-3 alpha (Homo sapiens), P49840. GSK-3 alpha kinase, ADP-Glo luminescence, 60 min. inhibition, % at 10 µM. 320,000 compounds, 0.1% hits;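 in the data active = inhibition above about 50%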;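 also: GST-tagged GSK-3 alpha with peptide substrate and 25 µM ATP; 0% = DMSO neutral wells and 100% = GW8510 positive control wells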
Target sequence (P49840 whole entry, looked up): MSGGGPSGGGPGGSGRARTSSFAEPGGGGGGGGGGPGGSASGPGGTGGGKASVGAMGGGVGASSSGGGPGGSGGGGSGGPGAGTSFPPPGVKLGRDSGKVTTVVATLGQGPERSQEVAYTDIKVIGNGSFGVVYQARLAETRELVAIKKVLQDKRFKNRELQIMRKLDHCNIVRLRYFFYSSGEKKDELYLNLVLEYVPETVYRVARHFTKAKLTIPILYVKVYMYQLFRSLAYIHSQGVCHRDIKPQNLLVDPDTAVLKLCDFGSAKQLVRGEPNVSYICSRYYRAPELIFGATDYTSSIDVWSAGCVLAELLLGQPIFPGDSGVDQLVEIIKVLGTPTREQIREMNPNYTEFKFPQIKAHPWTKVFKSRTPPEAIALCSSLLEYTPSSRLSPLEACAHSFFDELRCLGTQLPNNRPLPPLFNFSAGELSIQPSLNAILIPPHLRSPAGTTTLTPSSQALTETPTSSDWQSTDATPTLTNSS
KLF5 inh – KLF5 expression inhibitors, primary screen, DLD-1 cells, luminescence. DLD-1 KLF5 promoter-luciferase reporter. inhibition, % at 5 µM. 290,000 compounds, 0.23% hits;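 active = inhibition above a per-plate limit of that plate's mean compound inhibition plus 3 SD, cut at about 60% in these data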;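 also: 0% = DMSO wells and 100% = LY294002 at 200 µM; higher means less KLF5 promoter-driven luciferase light; inactives centre near -14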
HSP90 inh – HSP90 inhibitors, primary screen, cell lysate, luminescence; inhibition, % at 5.6 µM; 290,000 compounds, 0.91% hits; Heat shock protein HSP 90 (rabbit reticulocyte lysate; luciferase refolding); AID 1789, 2009; Rabbit reticulocyte lysate, luciferase refolding luminescence, 3 h;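 active = inhibition above the screen-wide mean plus 3 SD, computed separately per campaign, cut at about 16% in these data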;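 also: 0% = DMSO wells and 100% = 60 µM geldanamycin wells; inhibitors lower the luminescence because luciferase stays unfolded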
AI-2 QS modul – Vibrio harveyi AI-2 quorum sensing modulators, primary screen, JMH597 strain, luminescence/OD600 ratio | Vibrio harveyi JMH597 AI-2 luminescence/OD600 ratio, 9 h; stronger effect = lower value; strain lacks LuxN and CqsS sensors; 0 = neutral-control median | activity change, % at 7.5 µM | 300,000 compounds, 0.4% hits; in the data active = activity change below about -75%, passing the limit was not always enough; inconclusive = no clear call, values can overlap the other calls;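 also: luminescence divided by OD600 gain over 9 h not by final OD600 alone; inactives centre near 13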
aSyn 5UTR inh – MLPCN primary screen, SNCA 5' untranslated region; alpha-synuclein 5'UTR reporter, inhibitor activity; AID 1813, 2009; inhibition, % (tested at 7.5 µM); 300,000 compounds, 0.82% hits; in the data active = inhibition above about 60%; inconclusive = no clear call, values can overlap the other calls;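 also: H4 neuroglioblastoma cells stably carrying SNCA 5'UTR luciferase fusion; 0% = DMSO wells and 100% = positive control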
GSK3B inh – human GSK3beta kinase inhibitors, primary screen, biochemical, cell-free homogeneous, HTS. Glycogen synthase kinase-3 beta (Homo sapiens), P49841. GST-GSK3beta kinase, ADP-Glo luminescence, 60 min; stronger effect = lower value. activity score (negative = inhibition), % at 10 µM. 300,000 compounds, 0.038% hits. AID 2097, 2009;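 active = more than half of replicate wells score below -50%, meaning over 50% inhibition versus plate controls; inconclusive = some replicates but at most half score below -50%; inactive = no replicate scores below -50%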;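 also: 0% = median DMSO wells and -100% = median GW8510 positive control wells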
Target sequence (P49841 whole entry, looked up): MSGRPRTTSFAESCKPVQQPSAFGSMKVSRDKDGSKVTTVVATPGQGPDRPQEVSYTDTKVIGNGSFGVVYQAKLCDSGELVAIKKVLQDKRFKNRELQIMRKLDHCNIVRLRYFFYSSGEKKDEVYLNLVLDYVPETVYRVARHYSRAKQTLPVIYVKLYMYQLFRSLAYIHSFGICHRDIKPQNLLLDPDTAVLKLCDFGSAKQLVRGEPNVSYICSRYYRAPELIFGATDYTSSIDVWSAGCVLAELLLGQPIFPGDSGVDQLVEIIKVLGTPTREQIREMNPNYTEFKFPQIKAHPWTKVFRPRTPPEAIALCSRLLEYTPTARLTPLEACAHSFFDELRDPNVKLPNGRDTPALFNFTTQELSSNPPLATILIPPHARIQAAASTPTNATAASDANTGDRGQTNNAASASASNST
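Test system – GST-tagged human GSK3beta kinase, cell-free · Incubation – 60 min enzyme reaction, room temperature · Signal – ADP-Glo luminescence · Also added – peptide substrate and ATP at 25 µM · Controls – DMSO neutral wells and GW8510 at 20 µM as positive · Buffer or medium – Tris/MgCl2 kinase buffer · Measure – Luminescence-derived activity versus plate DMSO and GW8510 wells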
HSF1 inhib – HSF1 inhibitors in luciferase reporter cells, primary screen, cell-based, NIH3T3, luminescence. 300,000 compounds, 0.77% hits. NIH3T3-HGL HSE-luciferase, MG132-induced, luminescence 8 h; stronger effect = lower value. AID 2098, 2009. activity change, negative = inhibition, % at 7.5 µM (by protocol);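 active = more than half of replicate wells show activity change below -50%, luminescence cut by over half; inconclusive = some wells, but at most half, below -50%; inactive = no replicate well below -50%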;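 also: luciferase reports HSF-1 transcriptional activity via heat shock element; 0% = median of DMSO wells and -100% = zero luminescence signal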
HIF act – HIF pathway transcriptional activators, primary screen, cell-based, U2OS HRE-luciferase, luminescence. 300,000 compounds, 0.32% hits. U2OS HRE-luciferase reporter; normalized: DMSO 0%, desferrioxamine 100%. activation, % at 7.5 µM (by protocol). AID 1910, 2009;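 active = mean activation of at least 10% of the iron chelator positive control signal, with at least half of replicates also reaching 10%; inconclusive = mean and replicate majority disagree about reaching 10%; inactive = mean and most replicates under 10%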
HSF1 activator – HSF-1 activators, primary screen, NIH3T3-HGL cells, MG132 stress, luminescence, single point; NIH3T3-HGL HSF-1 luciferase reporter, 8 h; 100% = twice DMSO control signal; activation, % at 9 µM; 300,000 compounds, 1.7% hits; AID 504408, 2011;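 active = mean replicate activation of at least 50% with a set share of replicates each reaching 50%; inconclusive = only one of those two conditions met; inactive = mean below 50% and too few replicates reaching it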;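 also: 0% = median of the neutral control wells and 100% = twice that signal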
IEC-6 tox – cytotoxicity in IEC-6 intestinal epithelial cells, primary screen, cytotoxicity control for KLF5 inhibitor project, cell-based, luminescence; inhibition, % at 5 µM; 290,000 compounds, 0.78% hits; AID 1825, 2009; IEC-6 cytotoxicity, luminescence viability; in the data active = inhibition above about 22%;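 also: 0% = plate median of test compound wells and 100% = cytotoxic reference compound wells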
Numbers without * were called inactive; i = inactive; ? = inconclusive; . = not tested or not shown.

Molecule	AI-2 QS modul	HSF1 inhib	HSP90 inh	HIF act	GSK3B inh	GSK3 alpha inh	KLF5 inh	aSyn 5UTR inh	HSF1 activator	IEC-6 tox
CC(C)(C)CC(=O)Nc1nnc(-c2cccs2)s1	36	32	-2	3.1	2	0	-29	-213	48	-9
CNS(=O)(=O)c1ccc(NC(=O)c2csc(C)c2)cc1	16	-5	-2	0.5	-1	0	-41	-25	-18	4
Cc1ccc(NC(=O)COc2coc(CN3CCN(Cc4ccccc4)CC3)cc2=O)cc1	18	7	.	0.0	-2	13	.	6	29	.
Cc1cccc(C(=O)Nc2nnc(SCC(=O)NCc3ccco3)s2)c1	1	21	4	2.3	-2	-2	-100	-101	16	8
CN(C)S(=O)(=O)c1ccc(N2CCOCC2)nc1	18	3	1	0.1	2	0	-3	5	0	-6
Cn1nc(C(=O)NC2CCCCC2)c2c1-c1ccccc1S(=O)(=O)C2	4	2	3	0.0	0	7	-21	-5	13	-6
O=c1c2ccccc2nnn1Cc1ccc2ccccc2c1	35	5	-1	1.0	3	-1	-8	-28	6	3
CC12CCC(=O)N1C(C(=O)Nc1ccc(F)c(F)c1F)CS2 (stereo not drawn)	20	3	.	-0.2	1	0	.	-11	-6	.
CN(Cc1ccccc1)C(=O)c1cccnc1	8	-9	-2	0.6	-1	-4	-19	-1	-6	-5
CC(=O)Nc1ccc(NC(=O)C(C)Oc2ccccc2F)cc1 (stereo not drawn)	16	-7	-1	-0.1	4	0	-30	1	4	-7
O=C(NC1CCSC1=O)c1ccccc1 (stereo not drawn)	14	-4	-3	-0.1	-2	-4	0	6	1	4
COc1ccc(S(=O)(=O)N2CCOC2CNC(=O)C(=O)NCCc2ccccc2OC)cc1C (stereo not drawn)	17	-8	1	-0.2	1	-4	4	4	3	-1
Cc1ccc(-c2nc(CS(=O)(=O)CC(=O)NCCCN3CCN(C)CC3)c(C)o2)cc1	15	1	-1	-0.4	-4	-2	-17	13	4	2
C=CS(=O)(=O)c1sc(Cl)c(N2CCOCC2)c1[N+](=O)[O-]	44	45	5	-1.8	0	.	-17	-56	74*	-4
COc1ccc(NC(=O)/C(C#N)=C/c2ccc(OCCN3CCOCC3)c(OC)c2)c(OC)c1	28	-10	-2	0.5	4	-3	-14	7	-4	-8
COc1ccc(CCNS(=O)(=O)CCNC(=O)c2ccccc2)cc1	4	0	.	-0.3	1	-3	.	9	7	.
Cn1c(=O)c2c(ncn2CC(=O)OCC(=O)Nc2ccccc2Cl)n(C)c1=O	25	2	1	-0.6	5	0	4	-6	-3	1
CCOC(=O)c1cc2c(ccc3nc(C)c(C)c32)[nH]c1C	8	5	2	0.4	-1	-1	-42	-17	39	3
O=C(Nc1ccccc1O)c1ccc([N+](=O)[O-])cc1	2	14	0	2.0	-3	0	-36	-70	24	-4
COc1ccc(Oc2nc(SC)nc3ccccc23)cc1	-8	-1	1	-0.4	3	-5	6	22	-8	0
CN1C(=S)SC(/[N+]([O-])=C\c2cccs2)C1(C)C (stereo not drawn)	-6	-27	2	-40	0	-1	14	6	-37	4
COc1ccc(C2CC(c3ccc(Br)cc3)Nc3nc(N)nn32)cc1 (stereo not drawn)	22	-3	4	-0.2	0	1	-17	24	-1	4
CC/C(=C\C1CCCCC1)C(NP(=O)(c1ccccc1)c1ccccc1)c1ccccc1 (stereo not drawn)	13	10	2	0.3	1	-2	-3	23	11	-1
Cc1nc2nc[nH]n2c(=O)c1NC(=O)c1c(-c2ccccc2Cl)noc1C	1	1	4	0.1	3	.	-28	-34	-1	5
CC(=O)Nc1ccc(N(C(=O)c2ccccn2)C(C(=O)NC2CCCCC2)c2ccc(F)cc2)cc1 (stereo not drawn)	8	-7	-2	-0.1	3	1	-30	-5	-18	-2
COc1ccccc1C1C(C(N)=O)=C(C)Nc2nc(-c3ccccc3Cl)nn21 (stereo not drawn)	13	-9	1	-0.5	1	0	-13	8	3	-7
C/C(CC(=O)NCc1ccc(Cl)cc1)=N\NC(=O)c1ccccc1F	10	11	0	0.6	0	-4	-64	-33	23	3
Cc1cc(-c2csc(NC(=O)c3ccc(=O)[nH]c3)n2)c(C)n1Cc1ccco1	i	0	1	0.8	0	2	-7	1	-8	-13
CCOc1ccccc1OCCN1CCCC1	14	-6	0	-0.2	3	-4	-30	-3	-2	1
CCCc1cc(=O)[nH]c(-n2[nH]c3c(c2=O)CCCC3)n1	30	-3	-1	0.2	0	.	-15	?	4	-4
Cc1cc2cc(CCNS(=O)(=O)c3ccc(F)cc3)c(=O)[nH]c2cc1C	6	4	3	-0.1	-18	0	-4	12	22	4
COc1ccc(CN2CC(C(=O)NCCCN3CCCC(C)C3)CC2=O)cc1 (stereo not drawn)	5	-5	10	-0.3	2	0	-25	23	-9	2
COc1cc(OC)cc(-c2nnc(SCc3ccc(C(=O)O)cc3)o2)c1	25	7	-1	-1.4	1	2	-23	-5	12	-6
C=CCOc1cccc(C(=O)N2CCCC(Nc3ccc4c(c3)OCCO4)C2)c1 (stereo not drawn)	43	-4	0	0.2	-3	1	-60	1	21	4
CC(=O)c1ccc(NC(=O)CN(c2c(C)cccc2C)S(C)(=O)=O)cc1	6	10	-6	4.3	-1	3	-70	-131	9	-2
Cc1ccc2sc(-c3ccc(NC(=O)CCN4C(=O)c5ccccc5C4=O)cc3)nc2c1	14	6	-4	2.5	-2	-2	-48	-28	35	-1
CCOC(=O)c1[nH]c(C)c(C(=O)OCCN2C(=O)c3ccccc3C2=O)c1C	16	0	1	-1.1	2	-2	-14	9	16	1
Cc1ccc(O)c(NC(=O)C2CC(c3ccc(F)cc3)=NO2)c1 (stereo not drawn)	-52	6	-1	0.2	-4	-1	-13	-24	8	-2
CS(=O)(=O)N(CC(=O)NCCSCc1cccc(Cl)c1)c1ccc2c(c1)OCO2	13	-3	0	-0.5	1	-1	-10	9	-19	3
O=S(=O)(Nc1nc2ccccc2nc1Cl)c1ccccc1	33	0	-1	0.0	-2	-1	-7	-1	11	1
CCCCN1C(=O)C(O)(CC(=O)c2ccccc2OC)c2ccccc21 (stereo not drawn)	-5	-2	3	.	-1	1	-5	-18	-4	-3
CN(c1ccc(OCC(=O)NC2CCCC2)cc1)S(=O)(=O)c1cccs1	9	-1	2	-0.2	-4	0	-2	10	-4	-3
COc1ccccc1OCCCc1c(C)n[nH]c1C	14	0	0	-0.1	3	1	-48	-6	-4	7
CCc1cc2c(=O)[nH]c(Cc3ccc(Cl)cc3)nc2s1	0	13	0	-0.2	2	-2	-18	-11	10	6
O=C(c1ccc(CSc2ccccc2)cc1)N1CCCCCC1	35	4	1	2.3	2	3	-16	-100	34	-6
COC(=O)NC1(C(=O)O)CCCC1	17	-1	0	-0.1	2	-1	-5	7	-1	0
O=C(NNC(=S)NC(=O)c1ccccc1[N+](=O)[O-])c1ccccc1[N+](=O)[O-]	3	3	1	-0.5	3	-5	-27	-4	11	0
COc1ccccc1OCC(=O)Nc1nonc1NC(=O)COc1ccccc1OC	3	-14	4	0.4	0	-2	11	8	-3	3
Cc1ccc2nc(-c3ccccc3)nc(SC(C)C(=O)NCc3cccs3)c2c1 (stereo not drawn)	18	-4	2	-0.3	5	3	-27	13	-6	-2
CC12CCC(=O)N1C(C(=O)Nc1nc(-c3ccc(F)cc3)cs1)CS2 (stereo not drawn)	29	13	.	-0.2	0	-1	.	-15	10	.
CCCN1C(=O)C(NC(C)=O)c2ccccc21 (stereo not drawn)	20	-7	2	-0.1	1	-2	-6	8	-1	-1
O=C(Nc1nccs1)c1ccc(NC(=O)C2CC=CCC2C(=O)O)cc1 (stereo not drawn)	24	-8	-6	0.1	5	0	-16	8	-14	-5
CC1CC(C)CN(C(=O)CCCNC(=O)c2ccc(Cl)cc2)C1 (stereo not drawn)	6	-2	3	0.2	1	0	-20	3	13	8
NS(=O)(=O)c1ccc(CNC(=O)c2ccc(Cl)c([N+](=O)[O-])c2)cc1	15	1	5	-0.7	1	0	-7	-14	-3	10
Cc1ccc(OCC(O)CNC2CCCC2)cc1C (stereo not drawn)	15	-6	-3	-1.4	-3	4	-23	-11	-3	-3
O=C(C1CC(=O)N(c2ccc(F)cc2)C1)N1CCOCC1 (stereo not drawn)	14	-2	-2	-0.5	0	-2	-28	-7	-4	-11

(list continues)
Molecule	AI-2 QS modul	HSF1 inhib	HSP90 inh	HIF act	GSK3B inh	GSK3 alpha inh	KLF5 inh	aSyn 5UTR inh	HSF1 activator	IEC-6 tox
COc1ccc(OCCC(=O)NCc2ccccc2)cc1	9	-6	1	0.4	4	5	-19	11	-9	0
Cc1ccc(OCC(=O)Nc2ccc(C)c(S(=O)(=O)N3CCCCCC3)c2)c([N+](=O)[O-])n1	2	-3	8	-0.5	2	-2	-2	2	7	4
C[C@@H](CN=[N+]=[N-])CN1CC[C@H](NC(=O)OCc2ccccc2)CCC1=O	-1	2	2	0.8	-3	1	-13	-3	7	5
C/C(=N\NC(N)=S)c1cc(-c2ccccc2)c(-c2ccccc2)s1	65	4	2	0.1	2	1	-18	-8	3	-2
CCN(C(=O)c1cn(CC)c(=O)c2cc(OC)c(OC)cc12)c1ccccc1C	16	12	1	0.4	-2	0	7	10	-7	1
CCOC(=O)C1=C(O)C(=O)NC(c2ccccc2)=C(OCC)C1	20	0	-5	-0.2	0	-2	-33	-12	-7	0
O=C(COC(=O)CN1C(=O)c2ccccc2C1=O)NC1CCCC1	16	-2	-5	-0.4	2	-1	-1	8	-6	-9
Cc1ccc(S(=O)(=O)N2C(=O)[C@@H]3Cc4ccccc4CN3C2=O)cc1	11	1	-1	-0.1	1	.	-32	10	5	-3
CC(=O)Nc1ccc(S(=O)(=O)NCC(=O)OCC(=O)NC23CC4CC(CC(C4)C2)C3)cc1	13	-10	-5	0.4	1	-2	-14	18	-5	-5
CN(C)S(=O)(=O)c1ccc(Cl)c(NC(=O)c2ccncc2)c1	18	-5	-5	-0.1	-1	-1	-5	22	-8	1
